# Source: PubChem BioAssay
# ERa coact pot = enhances coactivator binding to human estrogen receptor alpha; TR-FRET ERalpha-LBD/SRC-Cy5 coactivator binding, 2 h; 100 = basal binding, no effect; actives 1.3% (n = 86,000); P03372; coactivator binding (% of control), % at 25.6 µM; AID 639; in the data active = activity above about 200%;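 note: binding measured in presence of low estradiol as agonist stimulus; 0% = peptide alone without receptor and 100% = receptor with peptide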
# H69AR growth 86K = blocks growth of human H69AR lung tumor cells | H69AR lung tumor viability, ATP luminescence, 72 h; hits give low values | viability, % at 10 µM | actives 6% (n = 85,000) | AID 598;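 active = viability at or below 40%; inactive = viability above 40%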;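 note: multidrug resistant small cell line overexpressing MRP-1 efflux transporter; 100% = mean luminescence of untreated control wells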
# ERa SRC1 inh = blocks coactivator binding to human estrogen receptor alpha; P03372; TR-FRET ER-alpha LBD / SRC-1 peptide, estradiol-bound; inhibition, % at 25.6 µM; actives 1.7% (n = 86,000); AID 629; in the data active = inhibition above about 50%;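 note: 0% = receptor plus peptide control and 100% = peptide only without receptor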
# Smad3 FoxH1 inh = blocks human Smad3 binding to FoxH1 peptide | AID 630 | TR-FRET Smad3/Dy647-FoxH1 peptide binding, europium anti-His | inhibition, % at 25 µM | actives 0.29% (n = 88,000);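 active = compounds that reduce the energy-transfer binding signal between the protein and its labelled peptide by more than half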;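 note: 0% = Smad3 plus labelled peptide maximal FRET and 100% = peptide-only background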
# sEH act = activators of human soluble epoxide hydrolase | actives 0.04% (n = 91,000) | purified human sEH enzymatic activity, activator screen | activation, % at 2 µM | AID 717; in the data active = activation above about 37%; note: values of inactives mirror those of a sister screen read the other way
# Target sequence (P34913 whole entry, looked up): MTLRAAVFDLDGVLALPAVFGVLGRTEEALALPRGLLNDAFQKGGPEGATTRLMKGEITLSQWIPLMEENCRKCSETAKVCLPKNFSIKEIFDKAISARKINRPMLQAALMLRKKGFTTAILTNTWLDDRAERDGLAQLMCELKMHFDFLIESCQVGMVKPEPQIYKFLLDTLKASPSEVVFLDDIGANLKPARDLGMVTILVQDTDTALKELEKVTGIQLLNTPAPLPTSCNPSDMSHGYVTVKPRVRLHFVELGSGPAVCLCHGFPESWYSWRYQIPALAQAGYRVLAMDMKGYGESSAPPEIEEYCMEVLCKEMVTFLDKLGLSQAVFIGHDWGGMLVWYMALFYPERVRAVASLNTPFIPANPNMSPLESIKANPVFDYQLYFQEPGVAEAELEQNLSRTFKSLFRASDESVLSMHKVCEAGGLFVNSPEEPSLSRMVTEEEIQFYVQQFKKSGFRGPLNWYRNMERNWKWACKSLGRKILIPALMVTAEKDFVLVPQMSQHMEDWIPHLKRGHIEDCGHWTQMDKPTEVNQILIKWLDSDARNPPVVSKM
# HUVEC inhibit = human endothelial cell proliferation inhibition; HUVEC proliferation, CellTiter-Glo luminescence, 72 h; hits give low values; viability, % at 10 µM (by protocol); actives 1.1% (n = 86,000);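 active = viability at or below 30%; inactive = viability above 30%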;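 note: 100% = median luminescence of DMSO-only cell control wells on each plate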
# Fibroblast inh = blocks proliferation of human lung fibroblasts; LL 47 human lung fibroblast viability, ATP luminescence; hits give low values; viability, % at 10 µM; actives 1.1% (n = 85,000);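 active = viability at or below 50% in the single dose screen; inactive = viability above 50%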;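 note: compound exposure lasted 72 h before the ATP readout; 100% = median luminescence of untreated cell-only wells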
#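 Test system: LL 47 human lung fibroblasts; Quantity: 1,150 cells/well; Buffer or medium: IMEM plus 15% FBS; Dosing: tenfold compound dosing solution, DMSO at 0.1%; Timing: overnight cell rest, 72 h compound treatment at 37 °C; Detection: ATP-based CellTiter-Glo luminescent readout; Read-out basis: viability percentage against median untreated-cell control; Controls: cell-only wells, no compound.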
# ERb coact inh = ER-beta (human) coactivator binding inhibition. AID 633. inhibition, % at 25.6 µM. actives 1.3% (n = 86,000). Q92731. TR-FRET ER-beta LBD / SRC1-Cy5 peptide binding; receptor agonist-loaded with 1 µM estradiol;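 active = compounds whose percent inhibition of the receptor-coactivator binding signal exceeds about 50% in the single-dose screen, limit read from the data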;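 note: 0% = receptor plus peptide wells without compound and 100% = peptide-only wells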
# Target sequence (Q92731 whole entry, looked up, the tested form may be a part): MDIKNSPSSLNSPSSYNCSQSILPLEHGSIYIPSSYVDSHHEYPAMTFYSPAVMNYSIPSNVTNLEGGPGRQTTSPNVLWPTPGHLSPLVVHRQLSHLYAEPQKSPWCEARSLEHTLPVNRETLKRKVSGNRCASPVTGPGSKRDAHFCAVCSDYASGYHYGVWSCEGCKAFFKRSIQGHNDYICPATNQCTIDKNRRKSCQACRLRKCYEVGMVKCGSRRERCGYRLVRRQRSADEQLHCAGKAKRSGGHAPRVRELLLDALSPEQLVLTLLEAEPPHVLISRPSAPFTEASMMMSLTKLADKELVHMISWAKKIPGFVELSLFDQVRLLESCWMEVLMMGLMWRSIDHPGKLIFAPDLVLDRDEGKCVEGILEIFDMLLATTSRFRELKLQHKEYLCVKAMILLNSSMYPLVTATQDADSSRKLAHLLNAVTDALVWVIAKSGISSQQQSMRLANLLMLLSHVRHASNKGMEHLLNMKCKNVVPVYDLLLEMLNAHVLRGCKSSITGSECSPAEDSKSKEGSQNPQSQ
# Candida biofilm = kills Candida albicans biofilms | C. albicans biofilm + clotrimazole, Alamar Blue | inhibition, % at 6 µM | actives 0.14% (n = 85,000) | AID 834;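 active = inhibition above 20%; inactive = inhibition below 20%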;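 note: preformed 24 hr biofilms exposed to compound for 48 hr; 0% = biofilm without compound and 100% = blank killed by clotrimazole plus chlorhexidine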
# An asterisk follows results filed as active; / = no result given; [ ] = dose if it differs, or a comment. An excerpt; rates above refer to the full screens.
# A first look, 17 compounds:
SMILES,ERa coact pot,H69AR growth 86K,ERa SRC1 inh,Smad3 FoxH1 inh,sEH act,HUVEC inhibit,Fibroblast inh,ERb coact inh,Candida biofilm
c1ccc(CSc2nnc3c(n2)OC(c2ccco2)Nc2ccccc2-3)cc1 (stereo not drawn),100,80,2,4,-2,98,102,5,2
Cc1nnc(NC(=O)CSc2nccn2C)s1,110,93,-6,-2,2,94,97,-6[fluorescence artefact?],9
Cc1nnc2c3ccccc3c(-c3ccccc3)nn12,123,57,1,0,-3,75,93,-8,6
Cc1cc(OCC(=O)N2CCc3ccccc3C2)c2c(-c3ccccc3)cc(=O)oc2c1,93,50,1,3,-4,79,94,-3,-1
COC(=O)c1ccc(C2/C(=C(\O)c3ccc4c(c3)OCCO4)C(=O)C(=O)N2CCCN(C)C)cc1 (stereo not drawn),122,102,7[fluorescence artefact?],5,-6,97,101,3[fluorescence artefact?],3
Cc1cc(C)n(-c2c(F)c(F)c(CN3CCOCC3)c(F)c2F)n1,112,96,-11,-7,/,101,101,-5,2
COC(=O)c1ccccc1NC(=O)c1cncc(Br)c1,125,66,-5,16,-8,98,89,0,2
COc1cccc(S(=O)(=O)Nc2cccnc2)c1,95,106,3,15,2,108,99,-5,2
O=C(O)CCC(=O)N1CCc2cc(S(=O)(=O)NC3CCCc4ccccc43)ccc21 (stereo not drawn),106,91,-7,3,-14,101,100,-5,5
Cc1ccc(-c2noc(CSc3nnc(-c4ccccc4)n3C)n2)cc1,117,86,-3,-7,8,109,98,5,2
COC(=O)c1c(NC(=O)CN2CCN(c3ccccc3OC)CC2)c2cc(C)ccc2n1C,198[fluorescence artefact?],29*,38[fluorescence artefact?],-34[fluorescence artefact?],8,66,87,11[fluorescence artefact?],1
O=C(CSc1ccccc1)Nc1ccc(S(=O)(=O)NCC2CCCO2)cc1 (stereo not drawn),94[fluorescence artefact?],103,2,1,-8,96,101,1,6
O=C(Nc1nncs1)c1cccc(S(=O)(=O)N2CCOCC2)c1,98,100,-7,8,6,90,104,-4,-4
CC(=O)c1cccc(NC2c3ncccc3C(=O)N2Cc2ccco2)c1 (stereo not drawn),87[fluorescence artefact?],69,7,2,-9,86,101,-4,4
CCCCCCn1c(N(CC)CC)nc2c1c(=O)[nH]c(=O)n2C,102,84,3,-1,-2,90,76,10,5
CN(CCC#N)S(=O)(=O)c1ccc2c(c1)c(=O)n(C)c(=O)n2C,110,85,-2,3,-2,107,100,0,10
O=C(NCc1ccco1)C(c1cccnc1)N(C(=O)Cn1nnc2ccccc21)c1ccc(F)cc1 (stereo not drawn),115,94,-25,-1,7,103,102,-15,7

# The list itself (from the top)
SMILES,ERa coact pot,H69AR growth 86K,ERa SRC1 inh,Smad3 FoxH1 inh,sEH act,HUVEC inhibit,Fibroblast inh,ERb coact inh,Candida biofilm
c1ccc(CSc2nnc3c(n2)OC(c2ccco2)Nc2ccccc2-3)cc1 (stereo not drawn),100,80,2,4,-2,98,102,5,2
Cc1nnc(NC(=O)CSc2nccn2C)s1,110,93,-6,-2,2,94,97,-6[fluorescence artefact?],9
Cc1nnc2c3ccccc3c(-c3ccccc3)nn12,123,57,1,0,-3,75,93,-8,6
Cc1cc(OCC(=O)N2CCc3ccccc3C2)c2c(-c3ccccc3)cc(=O)oc2c1,93,50,1,3,-4,79,94,-3,-1
COC(=O)c1ccc(C2/C(=C(\O)c3ccc4c(c3)OCCO4)C(=O)C(=O)N2CCCN(C)C)cc1 (stereo not drawn),122,102,7[fluorescence artefact?],5,-6,97,101,3[fluorescence artefact?],3
Cc1cc(C)n(-c2c(F)c(F)c(CN3CCOCC3)c(F)c2F)n1,112,96,-11,-7,/,101,101,-5,2
COC(=O)c1ccccc1NC(=O)c1cncc(Br)c1,125,66,-5,16,-8,98,89,0,2
COc1cccc(S(=O)(=O)Nc2cccnc2)c1,95,106,3,15,2,108,99,-5,2
O=C(O)CCC(=O)N1CCc2cc(S(=O)(=O)NC3CCCc4ccccc43)ccc21 (stereo not drawn),106,91,-7,3,-14,101,100,-5,5
Cc1ccc(-c2noc(CSc3nnc(-c4ccccc4)n3C)n2)cc1,117,86,-3,-7,8,109,98,5,2
COC(=O)c1c(NC(=O)CN2CCN(c3ccccc3OC)CC2)c2cc(C)ccc2n1C,198[fluorescence artefact?],29*,38[fluorescence artefact?],-34[fluorescence artefact?],8,66,87,11[fluorescence artefact?],1
O=C(CSc1ccccc1)Nc1ccc(S(=O)(=O)NCC2CCCO2)cc1 (stereo not drawn),94[fluorescence artefact?],103,2,1,-8,96,101,1,6
O=C(Nc1nncs1)c1cccc(S(=O)(=O)N2CCOCC2)c1,98,100,-7,8,6,90,104,-4,-4
CC(=O)c1cccc(NC2c3ncccc3C(=O)N2Cc2ccco2)c1 (stereo not drawn),87[fluorescence artefact?],69,7,2,-9,86,101,-4,4
CCCCCCn1c(N(CC)CC)nc2c1c(=O)[nH]c(=O)n2C,102,84,3,-1,-2,90,76,10,5
CN(CCC#N)S(=O)(=O)c1ccc2c(c1)c(=O)n(C)c(=O)n2C,110,85,-2,3,-2,107,100,0,10
O=C(NCc1ccco1)C(c1cccnc1)N(C(=O)Cn1nnc2ccccc21)c1ccc(F)cc1 (stereo not drawn),115,94,-25,-1,7,103,102,-15,7
N#Cc1ccc(CSc2ncnc3c2cnn3Cc2ccccc2)cc1,117,76,7,-3,11,96,87,8[fluorescence artefact?],9
C1CCC2(CC1)C1=C(CCCC1)Nc1nnnn12,108,85,1,4,-3,112,/,-2,7
CC(=NCCCN(C)C)C1=C(O)c2ccccc2C1=O,104,86,4,0,4,90,93,-6,6
COc1ccc(-c2nnc3sc(-c4ccccc4OC)nn23)cc1,234*,71,4[fluorescence artefact?],-90,/,88,99,15[fluorescence artefact?],9
Cc1nc(NC(N)=S)sc1C(=O)Nc1ccccc1,92,109,-8,-13,2,102,108,4,7
CCOC(=O)c1ccc(NC(=O)NCc2ccn(CC)n2)cc1,109,101,-1[fluorescence artefact?],-18,-7,108,99,1,/
CC1CCN(c2ccccc2NC(=O)c2ccc(F)cc2)CC1,85,104,-4,11,12,112,96,-12,4
CC1CC(=O)c2cn3c(nc2C1)nc1ccccc13 (stereo not drawn),89,42,-7,8,-2,96,99,-6,8
Cc1cc(C(=O)Nc2c(C)cccc2C)n(-c2ccccc2)n1,118,87,-14,4,-18,121,101,-1,8
COc1ccc(CN2C(=O)C(O)(CC(=O)c3c(C)n[nH]c3C)c3ccccc32)cc1OC (stereo not drawn),102,94,-5,-3,-1,100,92,-10,-2
COC(=O)COC(=O)c1ccc(Oc2nc(OC)nc(N(C)C)n2)cc1,97,94,-1,-13,2,90,102,5,5
CC1CCCN(C(=O)CSCC(=O)Nc2nc(-c3cccs3)cs2)C1 (stereo not drawn),140,84,-4,9,-12,98,94,-2,2
O=C(NCc1ccc(F)cc1)C1CCCN(S(=O)(=O)c2cccc3nsnc23)C1 (stereo not drawn),110,100,0,20,-23,91,94,3,0
COc1ccc(-c2nc(C#N)c(NCC3CCCO3)o2)cc1 (stereo not drawn),118,81,-6[fluorescence artefact?],3,1,99,113,-11,-7
Cc1cccc(NC2=NC(=S)N(CC#N)C23CCCCC3)c1,105,75,-9,16[fluorescence artefact?],6,93,86,-3,2
O=C(Cn1c(=O)oc2ccccc21)N1CCCCC1,111,70,-18,10,2,90,89,-16[fluorescence artefact?],8
O=C(NCCc1ccccc1)C1CCCN(C(=O)NC2CCCCC2)C1 (stereo not drawn),116,93,-10,0,-61,96,106,1,5
COCCCn1c2nc3ccccc3nc2c2c(=O)n(Cc3ccccc3Cl)cnc21,257*,3.2*,9[fluorescence artefact?],9,/,27*,69,12[fluorescence artefact?],1
O=C(Nc1nc(-c2ccc3c(c2)OCO3)cs1)C1COc2ccccc2O1 (stereo not drawn),109[fluorescence artefact?],95,3,6,/,85,101,-4,6
O=C(COC(=O)c1cnccn1)c1ccccc1,120,103,-3,6,-2,96,105,-12,5
COc1ccc(S(=O)(=O)N[C@@H](CC(C)C)C(=O)O)cc1,95,102,5,2,4,104,101,1,6
O=C(Cn1c(=O)oc2ccccc21)N1CCN(c2ccccc2)CC1,115[fluorescence artefact?],107,-3,-14,13,98,104,7[fluorescence artefact?],-1
O=C(COC(=O)c1ccccc1)NCc1ccco1,88[fluorescence artefact?],100,76*[fluorescence artefact?],9[fluorescence artefact?],0,95,99,60*,2
Cc1onc(-c2ccccc2Cl)c1C(=O)N1CC(C)OC(C)C1 (stereo not drawn),107,90,0,9,-5,88,99,-4[fluorescence artefact?],/
CCOC(=O)N1CCC(NC(=O)c2ccc(CS(=O)(=O)c3ccc(OC)cc3)o2)CC1,122,90,2,10,13,102,91,-9[fluorescence artefact?],6
COc1ccccc1OCC(=O)N1CCNC1=O,99,95,0,5,-11,91,90,-6,12
O=C(O)c1ccc(NC(CSCc2cccc(F)c2)C(=O)O)c([N+](=O)[O-])c1 (stereo not drawn),101,110,-11,3,-1,88,97,0,4
CCCn1c(SCC(=O)/C(C#N)=C(\C)N)n[nH]c1=O,73,93,15,8,/,91,95,36,3
CCOc1cc(/C=C(/C#N)c2ccc(F)cc2)ccc1OCc1ccc(C(=O)O)o1,116,82,0,-2,/,87,/,1,-3
CSCCC(NC(=O)c1cncc(Br)c1)C(=O)O (stereo not drawn),125,89,-11,-20,3,96,92,-8[fluorescence artefact?],5
CCOC(=O)C1CCCN(C(=O)c2cc(-c3ccccc3)on2)C1 (stereo not drawn),103,99,8,6,-10,99,102,1,5
Cc1ccc(OCC(=O)Sc2ccc(C)cc2)cc1,67,17*,15[fluorescence artefact?],5,-6,69,97,2[fluorescence artefact?],3
COc1cc(C(=O)N(CCc2ccccc2)C2CC3CCC(C2)N3C)cc(OC)c1OC (stereo not drawn),137,88,1,0,/,87,92,0,6
# Next part:
SMILES,ERa coact pot,H69AR growth 86K,ERa SRC1 inh,Smad3 FoxH1 inh,sEH act,HUVEC inhibit,Fibroblast inh,ERb coact inh,Candida biofilm
CCOc1ccc(NC(=O)C2CSC(c3ccncc3)=N2)cc1 (stereo not drawn),115,84,-9,-4,/,101,101,2,9
COc1cc(-c2nc3n(n2)C(c2cccc(OC)c2OC)C2=C(CCCC2=O)N3)cc(OC)c1OC (stereo not drawn),119,82,2,7,-1,76,92,-6,1
CC(CCCC(C)(C)O)NCCO (stereo not drawn),125[fluorescence artefact?],101,6,4,/,99,108,0[fluorescence artefact?],4
CCS(=O)(=O)N1CCC(NC(=O)c2cc(OC)cc(OC)c2)CC1,109,94,7[fluorescence artefact?],-2,8,101,103,3[fluorescence artefact?],2
C/C(N)=C(/C#N)C(=O)COc1ncnc2ccccc12,71,107,22,8,-9,97,100,49,-3
CCCCS(=O)CC(O)COc1ccc(C(C)(C)C)cc1 (stereo not drawn),85,79,1,-16,10,95,89,8[fluorescence artefact?],0
CCC(C)(C)n1nnnc1C(c1ccc(Cl)cc1)N1CCN(C)CC1 (stereo not drawn),125[fluorescence artefact?],95,2,4,/,100,98,-4,5
O=c1[nH]c2cnccc2n1-c1ccccc1,117,86,-9,1,/,89,92,11,8
CCOC(=O)c1cnc2c(Cl)cccc2c1NCCN(C)C,121,78,-1,10,1,89,91,5,3
